Compound activity: PubChem BioAssay, several laboratories
Yeast growth inh: yeast BB579 growth reduction in restrictive medium. inhibition, % at 10 µM. S. cerevisiae BB579 growth, OD615, 48 h. 140,000 compounds, 0.51% hits. AID 804;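 active means inhibition above a set limit, 3 SD over the mean compound inhibition, cut at about 44% in these data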; further: inactives centre near -24
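test system = yeast BB579 (DeaD) | buffer or medium = restrictive CSMM-D medium | doses = single compound dose of 10 µM, 0.25% DMSO final | times = 4 h preincubation and 48 h exposure at 30 °C | technique = culture absorbance at 615 nm | benchmarks = amphotericin B 10 µg/mL, positive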
HCT116 PTEN-null: PTEN-deleted cell growth suppression; HCT116 PTEN-null viability, CellTiter-Glo, 60 h; hits give low values; viability, % at 10 µM; 140,000 compounds, 1.2% hits;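 active means viability at or below a set limit, 4 SD under the median of all tested compounds, cut at about 3.7% in these data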;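 further: PTEN knockout HCT116 line with beta catenin targeted HCT116 as companion control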
MRP-1 activ: activators of MRP-1; H69AR cells + doxorubicin, viability rescue, CellTiter-Glo; viability increase, % at 10 µM; 140,000 compounds, 0.61% hits; AID 799;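 active means viability gain under doxorubicin at or above a set limit, the compound median plus 3 SD, cut at about 4.7% in these data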;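 further: MRP-1 overexpressing cells given doxorubicin 25 µM after compound pretreatment; 18-22 h compound pretreatment then 72 h with doxorubicin before readout; 0% = doxorubicin-only wells and 100% = vehicle-treated cells without doxorubicin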
GALR2 antag: antagonists of human galanin receptor 2 (GALR2); GALR2-expressing cells, antagonist mode; inhibition, % at 4 µM; 140,000 compounds, 0.39% hits; AID 828; in the data active means inhibition above about 27%;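 further: cells stimulated with galanin 1-16 at roughly its EC80; 0% = agonist challenge control and 100% = basal control without agonist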
Target sequence (O43603 whole entry, looked up): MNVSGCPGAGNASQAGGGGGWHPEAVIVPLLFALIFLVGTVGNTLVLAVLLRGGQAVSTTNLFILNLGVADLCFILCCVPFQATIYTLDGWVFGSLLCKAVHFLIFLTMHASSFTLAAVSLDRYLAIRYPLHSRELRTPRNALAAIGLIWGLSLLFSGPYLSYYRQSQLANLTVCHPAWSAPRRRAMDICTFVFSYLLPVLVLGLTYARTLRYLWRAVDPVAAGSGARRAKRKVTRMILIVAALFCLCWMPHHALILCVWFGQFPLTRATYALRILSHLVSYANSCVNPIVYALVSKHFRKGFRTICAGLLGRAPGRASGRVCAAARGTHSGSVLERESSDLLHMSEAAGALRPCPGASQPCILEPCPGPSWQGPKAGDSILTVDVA
Measles CPE: protection of cells from measles virus; 140,000 compounds, 1.5% hits; Measles virus-infected cells, CPE protection, absorbance; protection (pct of control), % at 4 µM; in the data active means protection mostly above about 24%, no sharp cut-off; inactive means mostly below about 26%; further: some compounds called inactive have numbers as strong as hits
E-sel TNF inh: TNF alpha driven E-selectin expression inhibition; 120,000 compounds, 0.71% hits; HUVEC TNFa-induced E-selectin immunofluorescence, high content; inhibition, % at 2 µM;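 active means inhibition above the batch mean plus 3 SD, and confirmed as a hit on visual image review, cut at about 43% in these data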;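 further: 0% = TNF-stimulated DMSO wells and 100% = unstimulated control wells; not every result past the cut was called active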
Phagocytosis inh: blocks phagocytosis by macrophages. J774A.1 macrophage IgG-bead phagocytosis, imaging. inhibition, % at 5 µM. 110,000 compounds, 0.07% hits. AID 1029;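 active means inhibition above the mean of the plate negative controls plus 5 SD, cut at about 13% in these data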;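 further: phagocytic index as fraction of beads internalized from green versus red external bead signal; plate controls were DMSO negative control for no effect and cytochalasin-D positive control for full effect; some results beyond the cut were filed as inactive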
NPY Y2 blocker: antagonists of human neuropeptide Y receptor Y2; NPY-Y2 expressing cells, antagonist mode; AID 793; P49146; 140,000 compounds, 0.99% hits; inhibition, % at 2.7 µM; in the data active means inhibition above about 17%;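 further: 0% = vehicle with agonist challenge and 100% = reference antagonist with challenge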
Target sequence (P49146 whole entry, looked up): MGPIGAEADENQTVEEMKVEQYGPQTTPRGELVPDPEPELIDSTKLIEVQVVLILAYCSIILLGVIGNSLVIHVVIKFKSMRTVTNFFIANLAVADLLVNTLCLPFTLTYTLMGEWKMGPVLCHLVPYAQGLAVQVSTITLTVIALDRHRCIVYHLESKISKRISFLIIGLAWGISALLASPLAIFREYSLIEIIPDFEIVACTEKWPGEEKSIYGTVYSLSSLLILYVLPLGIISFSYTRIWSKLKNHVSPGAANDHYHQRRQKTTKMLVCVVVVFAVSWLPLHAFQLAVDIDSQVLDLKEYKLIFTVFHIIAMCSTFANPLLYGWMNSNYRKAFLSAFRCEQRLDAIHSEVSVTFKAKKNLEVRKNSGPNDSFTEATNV
HCT116 bCat-KO: beta-catenin-lacking colon tumor cell growth suppression | HCT116 beta-catenin knockout viability, CellTiter-Glo, 60 h; hits give low values | viability, % at 10 µM | 140,000 compounds, 1.5% hits;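 active means viability at or under a set limit, the compound median less 4 SD, cut at about 6% in these data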;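 further: 0% = Hyamine 1622 control at 20 µM and 100% = untreated cell control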
Yeast life ext: extends the lifespan of yeast; S. cerevisiae growth with nicotinamide, OD615; deaD strain in restrictive glucose medium; inhibition of the nicotinamide effect, % at 10 µM; 130,000 compounds, 0.68% hits;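 active means inhibition above a set limit, placed 3 SD over the median of all compounds, cut at about 26% in these data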;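 further: 0% = nicotinamide-treated wells and 100% = cells grown without nicotinamide; some compounds called inactive have numbers as strong as hits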
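assay system = DeaD-strain S. cerevisiae | buffer or medium = restrictive glucose medium | reagent = 1.5 mM nicotinamide | compound = 10 µM single point, 0.25% DMSO | incubation = 48 h compound exposure at 30 °C, humidified | signal = OD615 measurement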
The depositor's hits bear a star; x = not tested or not shown.

Labels used below: A = Yeast growth inh; B = HCT116 PTEN-null; C = MRP-1 activ; D = GALR2 antag; E = Measles CPE; F = E-sel TNF inh; G = Phagocytosis inh; H = NPY Y2 blocker; I = HCT116 bCat-KO; J = Yeast life ext
COc1cc(C2Nc3cc(Cl)c(S(N)(=O)=O)cc3S(=O)(=O)N2)ccc1OCc1ccccc1 (stereo unspecified)
  A: -5.9	B: 94.1	C: 0.4	D: 1.1	E: 9.7	F: -7.9	G: -0.2	H: 0.8	I: 100.7	J: -15.6
O=C(c1ccco1)n1nc(-c2ccccc2)nc1NCc1ccco1
  A: -34.2	B: 104.8	C: 0.4	D: -2.6	E: 5.0	F: 24.9	G: -0.4	H: 7.0	I: 94.8	J: -2.8
O=C(NC1CC1)C1CCC(=O)N1C1CCCC1 (stereo unspecified)
  A: -12.9	B: 104.4	C: -2.8	D: -16.7	E: 10.2	F: 4.5	G: x	H: 3.1	I: 97.3	J: -3.2
CC12C(=O)N(c3cccc4cccnc34)C(=O)C1C1C=CC2C1 (stereo unspecified)
  A: 45.7*	B: 95.3	C: 0.5	D: -10.7	E: 6.1	F: 5.9	G: 1.4	H: 0.2	I: 92.1	J: -7.8
CCN(CCNC(=O)C1CCN(S(=O)(=O)CC)CC1)c1ccccc1
  A: -48.2	B: 92.2	C: -2.0	D: -5.0	E: 59.8*	F: -28.9	G: 0.2	H: 4.1	I: 95.5	J: -7.0
Cc1cc(C)nc(NC2=NCC(=O)N2c2ccc(Cl)cc2)n1
  A: -45.2	B: 100.0	C: -2.8	D: 23.9	E: 2.5	F: -19.8	G: -0.2	H: 3.4	I: 107.0	J: -29.8
CSc1ccc(C(=S)N2CCN(CCO)CC2)cc1
  A: -17.6	B: 90.6	C: -3.2	D: -1.6	E: 11.3	F: -6.5	G: -0.5	H: 3.8	I: 100.6	J: -11.7
CCCC(=O)N1CCN(c2ccc(NC(=O)c3cc4ccccc4o3)cc2)CC1
  A: -15.0	B: 80.5	C: -1.3	D: 9.3	E: 60.3*	F: -20.9	G: -1.3	H: 3.6	I: 89.5	J: -6.8
CC(NC(=O)Nc1ccc(O)cc1)(C(F)(F)F)C(F)(F)F
  A: -27.2	B: 93.5	C: -3.0	D: -20.0	E: 3.9	F: -40.0	G: x	H: 0.7	I: 93.9	J: -5.0
CCOc1ccc(N2C(=O)/C(=C/c3ccc(C)o3)N(C)C2=S)cc1
  A: -1.2	B: 69.5	C: -0.7	D: -1.3	E: 19.4	F: 6.9	G: x	H: 3.0	I: 81.1	J: -4.3
O=C(N1CCOCC1)N1CCN(CC(O)COc2ccc3ccccc3c2)CC1 (stereo unspecified)
  A: -5.0	B: 79.0	C: -1.2	D: -6.1	E: 5.1	F: 4.0	G: 1.5	H: 1.1	I: 90.0	J: -12.3
CC(=O)Nc1ccc(OC(F)(F)C(F)C(F)(F)F)c(NC(C)=O)c1 (stereo unspecified)
  A: -16.5	B: 95.5	C: -0.5	D: 6.7	E: 8.8	F: 9.3	G: -1.2	H: 1.9	I: 92.8	J: 6.0
Cc1cccc(NC(=S)NNC(=O)c2sccc2C)c1
  A: -66.6	B: 98.2	C: -1.1	D: 2.5	E: 9.4	F: 9.6	G: -0.3	H: 1.7	I: 92.6	J: -14.7
CCOc1ccc(Cn2c3ccc(OC)cc3c3nc4ccccc4nc32)cc1OC
  A: -6.9	B: 82.0	C: -0.1	D: -0.7	E: 4.5	F: x	G: -5.0	H: 11.5	I: 82.0	J: -3.5
N#Cc1c(-c2ccccc2)ccnc1Oc1ccccc1
  A: -20.5	B: 100.9	C: 0.8	D: 0.1	E: 13.7	F: -12.0	G: x	H: 2.5	I: 95.1	J: -18.6
CCOc1ccc(-n2c(=S)sc3c(=O)[nH]c(SCC(=O)N4CCC(C)CC4)nc32)cc1
  A: -72.1	B: 95.1	C: -0.4	D: 11.3	E: 10.7	F: 18.2	G: -0.4	H: 2.8	I: 96.8	J: 0.6
CCOc1cc(S(=O)(=O)Nc2ccc(Cl)cn2)ccc1Cl
  A: -19.9	B: 96.2	C: -4.0	D: 9.5	E: 3.7	F: -35.8	G: x	H: 6.1	I: 94.5	J: x
N=C1C(c2ccccc2)=C(O)C2CCc3ccccc3N12 (stereo unspecified)
  A: -26.9	B: 96.9	C: -3.3	D: 9.7	E: 8.7	F: -4.1	G: -0.2	H: 2.9	I: 93.6	J: -2.1
O=C(CN1CCN(c2ncccn2)CC1)N(Cc1ccccc1)c1ccc(F)cc1
  A: 11.4	B: 72.2	C: -1.3	D: -12.7	E: 18.3	F: -10.5	G: -1.4	H: 3.0	I: 69.6	J: -17.5
Cc1cc(-n2nc(C)cc2C)nc(NS(=O)(=O)c2ccccc2Cl)n1
  A: -18.7	B: 82.3	C: -0.6	D: 0.8	E: 0.6	F: -5.0	G: x	H: 8.9	I: 128.6	J: -0.2
CCOC(=O)C1CCCN(C(=O)N2CCOCC2)C1 (stereo unspecified)
  A: -50.0	B: 97.8	C: -0.4	D: 5.7	E: 14.0	F: -31.5	G: -0.6	H: -1.3	I: 95.0	J: -1.0
COCCn1c(=S)[nH]c2cc(C(=O)N3CCC(C(N)=O)(N4CCCCC4)CC3)ccc2c1=O
  A: -35.3	B: 89.7	C: -1.5	D: -18.4	E: 11.1	F: x	G: -0.5	H: 3.0	I: 87.0	J: -6.0
Cc1cccc(/C=N/n2c(-c3ccccn3)n[nH]c2=S)c1
  A: -8.8	B: 91.1	C: -1.5	D: 3.4	E: 16.6	F: x	G: -6.5	H: 2.9	I: 90.5	J: -5.2
COc1ccc(C(C)(C)C)cc1NC(=O)c1cc(S(=O)(=O)N(C)C)ccc1N1CCCC1
  A: -21.5	B: 67.5	C: -3.1	D: 6.3	E: 6.3	F: -12.3	G: -8.8	H: 21.9*	I: 68.2	J: 2.9
COc1cccc(C(=O)N2CCCc3ccccc32)c1
  A: 16.1	B: 92.3	C: -1.7	D: -4.7	E: 12.9	F: -18.4	G: -0.4	H: 0.0	I: 101.6	J: -2.3
OC(COC(c1ccc(F)cc1)c1ccc(F)cc1)CN1CCc2ccccc2C1 (stereo unspecified)
  A: 0.6	B: 69.4	C: -4.3	D: 2.7	E: 25.7	F: x	G: 2.1	H: 7.4	I: 82.4	J: 4.0
O=C(COC(=O)C(O)c1ccccc1)c1ccc2c(c1)OCCO2 (stereo unspecified)
  A: -15.9	B: 91.4	C: -2.2	D: -3.3	E: 8.5	F: -12.8	G: x	H: 5.2	I: 91.9	J: x
CCOC(=O)C1C(=O)NC(N2CCN(CC)CC2)=NC1c1ccccc1 (stereo unspecified)
  A: -58.3	B: 98.8	C: 1.2	D: -1.4	E: 4.5	F: x	G: -0.6	H: 2.5	I: 96.8	J: -1.5
O=C(CCCC(=O)OCC(=O)c1ccc(Cl)cc1Cl)Nc1cc(C(F)(F)F)ccc1Cl
  A: -21.4	B: 92.2	C: -4.3	D: 14.9	E: 3.5	F: 10.6	G: 6.8	H: 5.5	I: 88.8	J: -14.6
CCOc1cc(C(=O)Nc2ccc3c(c2)OCO3)ccc1OC(F)F
  A: -4.0	B: 64.8	C: -0.6	D: -3.8	E: 27.3	F: 0.0	G: -1.4	H: 1.6	I: 58.5	J: -6.7
CC(=O)N1C(=O)C2(C(C#N)=C(N)Oc3c2c(C)nn3-c2ccccc2)c2ccccc21 (stereo unspecified)
  A: -33.6	B: 77.2	C: -0.9	D: -3.3	E: 9.7	F: x	G: 0.3	H: -0.4	I: 85.8	J: -15.5
COc1ccccc1-c1c(C)nn2c(C)c(C(C)=O)cnc12
  A: -62.8	B: 105.1	C: -0.8	D: 3.4	E: 17.9	F: 14.0	G: x	H: 1.7	I: 90.3	J: -14.6
CCc1nnc(NC(=O)c2cccc(S(=O)(=O)N3CCN(c4ccccc4)CC3)c2)s1
  A: -81.9	B: 87.0	C: 0.8	D: -7.2	E: 23.9	F: -9.9	G: 0.9	H: -1.6	I: 93.5	J: -3.0
O=C(Nc1ccccc1N1CCCC1)c1ccco1
  A: -23.5	B: 96.3	C: -2.1	D: -6.7	E: 21.3	F: 6.2	G: -0.5	H: 4.3	I: 100.2	J: 3.1
O=C(Nc1nccs1)c1ccc(S(=O)(=O)NCC2CCCCC2)cc1
  A: -18.9	B: 19.4	C: -1.2	D: -3.1	E: 39.3	F: 14.7	G: 1.2	H: 3.8	I: 8.2	J: -8.4
Cc1ccc(-c2cn(S(=O)(=O)c3ccc(C)cc3)nc2N)cc1
  A: -18.1	B: 91.5	C: -1.4	D: 7.1	E: 14.0	F: -15.8	G: 0.1	H: 2.7	I: 93.9	J: -3.3
O=C1c2ccccc2C(=O)N1c1cccc2cccnc12
  A: 2.4	B: 93.5	C: -1.2	D: -2.7	E: 12.4	F: -4.4	G: 1.0	H: 0.7	I: 100.0	J: -2.2
CC(C)(C)Nc1nc(NN)nc(NC(C)(C)C)n1
  A: 3.6	B: 76.3	C: -3.4	D: -0.3	E: 2.4	F: -54.7	G: -1.1	H: 3.7	I: 83.4	J: 5.2
CCCCc1ccc(NC(=O)CC(C)=O)cc1
  A: 4.6	B: 89.8	C: 1.4	D: -11.4	E: 2.5	F: 9.2	G: -1.0	H: -0.6	I: 92.7	J: -12.5
O=C(CCC1N=C2c3ccccc3N=C(SCc3ccc(F)cc3)N2C1=O)NCc1ccco1 (stereo unspecified)
  A: -58.8	B: 89.7	C: -2.8	D: -2.3	E: 15.6	F: -11.3	G: 8.5	H: -0.1	I: 102.4	J: -18.9
O=C(CN(c1ccc(Cl)c(C(F)(F)F)c1)S(=O)(=O)c1ccccc1)N/N=C/c1cccc2c1OCCO2
  A: -27.8	B: 66.6	C: -5.4	D: -6.0	E: 4.3	F: -31.5	G: -6.1	H: -0.6	I: 72.7	J: 3.6
COc1ccc2c(c1)C1CC(C)(NC(=O)C1C(=O)c1ccccc1)O2 (stereo unspecified)
  A: -3.9	B: 92.5	C: -1.2	D: -8.2	E: 4.4	F: 8.3	G: 0.8	H: 4.0	I: 99.9	J: -12.6
O=C(CCNS(=O)(=O)c1c(Cl)cccc1Cl)OCC(=O)c1ccccc1
  A: -54.5	B: 101.7	C: -0.2	D: 13.5	E: 13.6	F: x	G: -3.3	H: -2.4	I: 105.2	J: -0.3
COc1ccc(OC)c(S(=O)(=O)N2CCC(C(=O)N3CCN(Cc4ccccc4)CC3)CC2)c1
  A: -25.9	B: 83.4	C: -1.0	D: -16.0	E: 6.9	F: 2.1	G: -0.2	H: 4.3	I: 85.6	J: -7.4
